proCasp3 act: activators of human procaspase-3 | P42574 | recombinant procaspase-3 D3A, Ac-DEVD-pNA absorbance 405 nm | activation, % at 8.5 µM | hit rate 0.11% among 330,000;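 active = activation above the mean of all tested compounds plus 3 SD, cut at about 21% in these data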;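 note: 0% = DMSO alone and 100% = DMSO wells spiked with extra 5 µM PC-3 D3A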
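Test system: Procaspase-3 D3A mutant, all three cleavage aspartates alanine | Dosing: Single dose, 8.5 µM nominal compound, 0.8% DMSO | Schedule: 1 h preincubation, 2 h reaction | Technique: 405 nm absorbance of p-nitroaniline, reads at 0 and 120 min | Repeats: One well per compound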
PAFAH2 inh: inhibitors of human PAFAH2; inhibition, % at 3.39 µM; hit rate 0.99% among 340,000; Q99487; recombinant PAFAH2, FP-rhodamine activity probe, fluorescence polarization;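 active = inhibition above the mean over all tested compounds plus 3 SD, cut at about 30% in these data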;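 note: inhibitors block probe labeling of enzyme so polarization drops; 0% = enzyme with DMSO and 100% = wells lacking PAFAH2 protein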
PP1 counter: counter-screen for PP5 inhibitors: inhibitors of human PP1-alpha; P62136; purified PP1alpha, OMFP fluorescence; inhibition, % at 6.7 µM; hit rate 0.9% among 320,000; AID 2235;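 active = inhibition above the mean inhibition of all tested compounds plus 3 SD, computed separately for each screening campaign, cut at about 15% in these data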
Target sequence (P62136 whole entry, looked up): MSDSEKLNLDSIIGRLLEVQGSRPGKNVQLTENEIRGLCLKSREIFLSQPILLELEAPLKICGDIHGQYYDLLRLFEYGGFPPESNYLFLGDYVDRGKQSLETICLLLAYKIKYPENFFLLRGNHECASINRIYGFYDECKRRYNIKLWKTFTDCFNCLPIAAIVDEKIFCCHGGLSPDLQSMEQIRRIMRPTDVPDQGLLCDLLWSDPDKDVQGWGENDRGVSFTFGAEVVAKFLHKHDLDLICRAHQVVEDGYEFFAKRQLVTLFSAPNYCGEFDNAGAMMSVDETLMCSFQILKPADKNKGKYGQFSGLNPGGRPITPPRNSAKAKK
TPT1 inh: inhibitors of Candida albicans tRNA 2'-phosphotransferase TPT1; recombinant caTPT1, FP RNA substrate dephosphorylation; AID 1962; hit rate 0.81% among 300,000; inhibition, % at 5 µM;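 active = inhibition above the mean of all tested compounds plus 3 SD, set per screening campaign, cut at about 24% in these data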;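 note: plate controls were DMSO alone for no effect and ferristatin control at 100 nM for full effect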
Fh CTSL1 inh: blocks F. hepatica cathepsin L1 in PFM18AAP counter-screen; inhibition, % at 5.96 µM; hit rate 0.49% among 300,000; recombinant F. hepatica cathepsin L1, Z-Leu-Arg-MCA fluorescence; AID 1906;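 active = inhibition above the mean of all tested compounds plus 3 SD, set per screening campaign, cut at about 17% in these data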;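 note: 0% = plate median of test compound wells and 100% = 1 µM Z-Phe-Ala-diazomethylketone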
PP5 primary: blocks human protein phosphatase 5 activity; P53041; purified PP5c, OMFP substrate fluorescence; inhibition, % at 6.7 µM; hit rate 0.18% among 320,000; AID 1987;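 active = inhibition above the campaign's mean inhibition across all tested compounds plus 3 SD, cut at about 9.5% in these data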;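 note: 0% = DMSO only and 100% = 100 µM cantharidin control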
Target sequence (P53041 whole entry, looked up): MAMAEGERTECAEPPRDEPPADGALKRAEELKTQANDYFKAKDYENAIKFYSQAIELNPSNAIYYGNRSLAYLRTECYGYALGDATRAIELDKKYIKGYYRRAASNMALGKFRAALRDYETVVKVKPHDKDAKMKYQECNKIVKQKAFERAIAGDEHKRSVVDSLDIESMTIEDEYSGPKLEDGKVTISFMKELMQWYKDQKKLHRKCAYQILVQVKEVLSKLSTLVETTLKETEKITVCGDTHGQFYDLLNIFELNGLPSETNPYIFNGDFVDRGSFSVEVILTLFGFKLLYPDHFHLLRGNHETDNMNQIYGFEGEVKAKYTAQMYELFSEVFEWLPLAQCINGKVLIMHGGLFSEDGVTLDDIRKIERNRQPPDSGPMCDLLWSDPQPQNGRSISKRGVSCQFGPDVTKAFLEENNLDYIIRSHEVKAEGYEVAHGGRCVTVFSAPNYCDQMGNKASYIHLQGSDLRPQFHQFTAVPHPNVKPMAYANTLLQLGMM
HCV core dimer: blocks dimerization of HCV core protein; TR-FRET GST/Flag-core106 dimerization, 1536-well; inhibition, % at 5 µM; hit rate 0.33% among 300,000; AID 1899;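 active = inhibition above the mean of all tested compounds plus 3 SD, set per screening campaign, cut at about 45% in these data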
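Test system: GST/Flag-tagged HCV core106 proteins; Medium: KF-containing HEPES buffer, pH 7.45, DTT, CHAPS, BSA; Times: compound-protein-antibody incubation 4 h at 22.5 °C; Detection: TR-FRET 671 and 617 nm emission; Benchmarks: wells lacking GST-core106 and wells with excess unlabelled core106.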
proCasp7 act: counter-screen: procaspase-7 (human) activation | P55210 | recombinant procaspase-7, Ac-DEVD-pNA absorbance 405 nm; D23A/D198A/D206A triple mutant, cannot self-cleave; scale: DMSO 0, 5 µM enzyme 100 | activation, % at 8.5 µM | hit rate 0.093% among 330,000;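 active = percent activation above the screen-wide mean plus 3 SD, cut at about 25% in these data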
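Replicates: singlicate. Assay system: Procaspase-7 triple mutant (PC-7 D3A). Signal: 405 nm absorbance of p-nitroaniline. Times: 1 h preincubation, 2 h reaction. Buffer or medium: Zinc-free HEPES pH 7.4 with 300 mM NaCl, 0.01% Triton X-100. Also added: DEVD-pNA substrate. Benchmarks: DMSO wells as 0%, DMSO with 5 µM added PC-7 as 100%.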
AHR activator: human AHR activation | activation, % at 5 µM | P35869 | AID 2796 | hit rate 2.5% among 320,000 | AHR-responsive luciferase reporter cells, luminescence; in the data active = activation above about 47%;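 note: 0% = vehicle wells and 100% = reference agonist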
* hit, by the source's call; x = no result given. Rows are unselected; overall some 5.6% were active at least once.

SMILES	proCasp3 act	PAFAH2 inh	PP1 counter	TPT1 inh	Fh CTSL1 inh	PP5 primary	HCV core dimer	proCasp7 act	AHR activator
Cc1ccc(Cl)cc1N1CCN(C(=O)c2cc3c(=O)n(C)c4ccccc4c3n2C)CC1	0	2	-6	-2	-4	1.6	6	7	0
COC(=O)c1sccc1NC(=O)/C=C/c1ccc(Cl)cc1	-3	-5	-4	2	-4	-7.1	-3	-3	54*
CCC1CCCCN1C(=O)CN1C(=O)CSC1=O (configuration not stated)	2	-3	0	2	-1	-2.8	-4	4	-1
COc1ccccc1N1CCN(S(=O)(=O)CCNC(=O)C2CC2)CC1	-5	-2	0	-2	9	-1.8	-4	3	0
O=C(CCSc1ccccc1)NCCN1CCOCC1	6	4	1	-5	0	1.3	2	9	4
c1ccc2c(OCCCCN3CCCC3)cccc2c1	4	-3	3	1	1	-1.3	-1	-9	10
NC(=O)c1cc(C(=O)c2ccccc2Cl)c[nH]1	1	-1	-5	-2	-3	-1.8	-1	0	-2
CCCCCC1CC(CC(=O)Nc2ccc([N+](=O)[O-])cc2)C(=O)O1 (configuration not stated)	7	4	-2	-1	1	3.8	10	7	-1
COc1ccc(C2CC(=O)c3cnc(NC(=O)c4ccccc4OC)nc3C2)c(OC)c1 (configuration not stated)	-1	-7	3	2	-2	2.3	16	-2	10
COc1ccccc1C(=O)NC(=O)COC(=O)c1nc2nc(C)cc(C)n2n1	4	11	-2	-3	5	-1.4	-7	-2	-2
Cc1ccc(/C=C/S(=O)(=O)NCC(=O)OCC(=O)NCc2ccccc2)cc1	8	-2	1	-3	-8	3.8	13	6	-1
Nc1c(-c2ccccc2)c(CN2CCOCC2)nn1-c1ccc(C(=O)O)cc1	11	-13	0	0	-2	0.8	3	7	-2
CCCCCOC(=O)CSc1n[nH]c(=O)[nH]c1=O	-6	-1	2	1	-1	8.7	-7	9	6
CCOc1ccc(S(=O)(=O)N(CC(=O)O)c2ccccc2)cc1	-4	-4	0	-1	-3	2.8	-3	-4	2
O=C(C1CCC(=O)N1C1CCCCC1)N1CCN(c2ccc(F)cc2)CC1 (configuration not stated)	8	2	-2	-3	-3	-0.3	-3	2	1
COc1ccc(C(=O)O/N=C(/C)c2cccs2)cc1	4	64*	1	-1	-3	1.5	-2	-6	3
O=C(CSc1nncc2ccccc12)N1CCCCC1	-15	1	5	-5	-4	0.0	-5	-9	0
CC(C)CCNC(=O)C1(O)c2ccccc2NC(=O)N1c1ccc(Cl)cc1 (configuration not stated)	7	4	-7	4	2	-4.4	-5	-2	9
O=C1C(=O)N(CCCn2ccnc2)C(c2ccc([N+](=O)[O-])cc2)/C1=C(\O)c1ccc2c(c1)OCCO2 (configuration not stated)	5	-3	5	x	x	4.8	x	0	1
CC12CCC(=O)N1C(C(=O)OCC(=O)Nc1cccc(S(=O)(=O)N3CCCCCC3)c1)CS2 (configuration not stated)	10	6	2	2	-11	0.0	9	1	-3
COC(=O)c1[nH]c2ccccc2c1NC(=O)CN1CC(C)OC(C)C1 (configuration not stated)	2	5	-2	-4	7	-6.9	-11	2	2
COc1cc(NC(=O)c2ccc(Cl)cc2Cl)ccc1NC(=O)c1cccs1	-4	-1	-4	3	3	-0.6	0	2	5
COc1ccc(NC(=O)Cc2ccc(C)c(C)c2)cc1Cl	0	-4	2	-1	-3	0.4	0	6	2
O=S(Cc1ccc(Cl)cc1)c1ncc(CO)n1Cc1ccccc1 (configuration not stated)	3	3	-2	0	-1	0.8	-5	11	4
Cc1ccccc1NC(=O)CCCSc1nc2ccccc2s1	1	-10	5	-5	-4	4.4	2	-2	7
COc1cc(OC)c(C(=O)Oc2ccc3c(c2)OCO3)cc1OC	2	5	2	-3	2	2.5	-3	3	16
Cc1ccc(CNC(=O)CO/N=C/c2ccc3c(c2)OCO3)cc1	0	-2	1	-6	5	0.3	-3	-5	16
COc1cccc(NC(=S)N2CCN(C/C=C/c3ccccc3)CC2)c1	-12	-6	-1	1	-1	-0.6	-5	-12	0
O=C(O)CSc1nnc(Nc2ccccc2)n1-c1ccccc1	-4	2	-2	-1	1	0.7	-2	-14	1
COc1cc(C(=O)NC(C)c2cnn(-c3ccccc3C)c2C)cc(OC)c1OC (configuration not stated)	2	2	0	-2	-1	2.8	3	3	5
CC(C)CC1NC(=O)N(CC(=O)Nc2cc([N+](=O)[O-])ccc2F)C1=O (configuration not stated)	5	-2	x	x	x	x	x	11	1
Cc1cc(C)c2c(NC(=S)NC(=O)c3ccccc3)nn(C)c2n1	8	-1	-1	1	5	2.6	1	5	7
CCn1nnnc1NC(=O)c1cccc(OC)c1	-1	-5	0	2	-4	-1.6	2	6	6
Cc1ccc(Cn2c(C)nc3ccc([N+](=O)[O-])cc3c2=O)cc1	5	-2	0	-1	0	3.9	-3	1	11
Cc1nccn1CCCNC(=O)c1nc(Cn2cc([N+](=O)[O-])cn2)no1	5	3	-3	2	1	0.1	-4	-3	1
CCCCCCCCSc1nnc(/N=C/N(C)C)s1	8	0	-5	-1	2	0.5	0	9	-2
CC(=O)NC1CCCN(O)C(=O)/C=C(\C)CCOC(=O)C(NC(C)=O)CCCN(O)C(=O)/C=C(\C)CCOC(=O)C(NC(C)=O)CCCN(O)C(=O)/C=C(\C)CCOC1=O (configuration not stated)	1	x	-7	-1	-1	-1.5	5	18	3
CCOC(=O)C1=C(N)Oc2cc(O)ccc2C1c1cccnc1 (configuration not stated)	1	5	1	3	-1	5.4	-2	8	0
Cc1ccc2[nH]c(C(=O)N3CCCCC3)cc2c1	4	-5	-2	-1	-8	0.8	11	-3	2
O=C(/C=C/c1ccccc1)Oc1ccccc1C(=S)N1CCOCC1	-1	7	0	-4	0	-0.6	7	3	0
O=C(c1ccccc1-c1ncc[nH]1)N1CCc2c([nH]c3ccccc23)C1c1ccccn1 (configuration not stated)	5	x	1	-3	-1	1.9	8	3	2
CCOC(=O)CC(NC(=O)c1cc2cccc(OC)c2oc1=O)c1cccc([N+](=O)[O-])c1 (configuration not stated)	7	4	0	2	1	2.9	2	1	1
Cc1cc2ccccn2c1C(=O)Nc1ccc(Cl)cc1	-8	4	-13	0	3	0.2	4	2	38
Cc1cc(NC(=O)c2ccccc2F)n(-c2nc3ccccc3[nH]2)n1	4	-1	0	-4	4	2.1	3	-1	25
Cc1ccc(N=Cc2cc3c(cc2O)OC(N)=C(C#N)C3c2ccccc2)cc1 (configuration not stated)	-4	-6	1	16	-2	3.5	29	2	12

Some of the entries so far, with two lines to a compound:
Every second line gives: proCasp3 act	PAFAH2 inh	PP1 counter	TPT1 inh	Fh CTSL1 inh	PP5 primary	HCV core dimer	proCasp7 act	AHR activator
> COc1ccc(C2CC(=O)c3cnc(NC(=O)c4ccccc4OC)nc3C2)c(OC)c1 (configuration not stated)
  -1	-7	3	2	-2	2.3	16	-2	10
> COc1ccccc1C(=O)NC(=O)COC(=O)c1nc2nc(C)cc(C)n2n1
  4	11	-2	-3	5	-1.4	-7	-2	-2

The list continues:
SMILES	proCasp3 act	PAFAH2 inh	PP1 counter	TPT1 inh	Fh CTSL1 inh	PP5 primary	HCV core dimer	proCasp7 act	AHR activator
c1ccc(-c2cc(-c3ccccc3)n3ncnc3n2)cc1	5	7	-3	-1	-5	1.0	2	-1	29
Cc1ccc2nc(NCc3ccc(F)cc3)c3nncn3c2c1	-1	2	-1	3	-1	1.3	10	6	-2
O=C(COc1ccccc1)NCC1(N2CCCCC2)CCCCC1	-1	0	-1	5	28*	-0.8	-2	-2	2
O=C(O)CCCC(=O)OCCCCc1cccs1	2	5	-2	-1	-2	-0.2	1	19	0
COc1ccc(C(=O)Nc2cccc(-c3ccc(N4CCOCC4)nn3)c2)cc1OC	-6	2	-3	-7	3	1.9	-6	8	8
O=C(Oc1coc(CSc2nnc(NC(=O)c3cccs3)s2)cc1=O)c1ccccc1	3	-11	1	0	3	-2.8	34	-2	5
Cc1ccc2nc(N3CCN(S(=O)(=O)c4ccc5c(c4)OCCO5)CC3)c(C#N)cc2c1	-2	-9	5	4	-4	1.2	59*	0	2
Cc1ccc(S(=O)(=O)N2CCN(C(=O)CCN3C(=O)c4ccccc4C3=O)CC2)cc1C	-12	-1	0	0	-2	4.5	-6	15	1
CCCCn1c(N)c(N(CCOC)C(=O)c2ccc(-c3ccc([N+](=O)[O-])cc3)o2)c(=O)[nH]c1=O	1	3	2	1	1	2.9	25	-7	10
COC(=O)[C@@]12CCCCN1[C@H](c1ccc(SC3CCCCC3)c(OC)c1)[C@@H]1C(=O)N(C)C(=O)[C@@H]12	3	-1	0	-2	2	7.3	6	-5	-1
O=C(NCC1COc2ccccc2O1)C1CCC(CNc2c(N3CCCCC3)c(=O)c2=O)CC1 (configuration not stated)	5	-3	3	-4	2	0.1	-10	8	-2

Grouped by structure, those above with an aryl methoxy group (13)
SMILES	proCasp3 act	PAFAH2 inh	PP1 counter	TPT1 inh	Fh CTSL1 inh	PP5 primary	HCV core dimer	proCasp7 act	AHR activator
COc1ccccc1N1CCN(S(=O)(=O)CCNC(=O)C2CC2)CC1	-5	-2	0	-2	9	-1.8	-4	3	0
COc1ccc(C2CC(=O)c3cnc(NC(=O)c4ccccc4OC)nc3C2)c(OC)c1 (configuration not stated)	-1	-7	3	2	-2	2.3	16	-2	10
COc1ccccc1C(=O)NC(=O)COC(=O)c1nc2nc(C)cc(C)n2n1	4	11	-2	-3	5	-1.4	-7	-2	-2
COc1ccc(C(=O)O/N=C(/C)c2cccs2)cc1	4	64*	1	-1	-3	1.5	-2	-6	3
COc1cc(NC(=O)c2ccc(Cl)cc2Cl)ccc1NC(=O)c1cccs1	-4	-1	-4	3	3	-0.6	0	2	5
COc1ccc(NC(=O)Cc2ccc(C)c(C)c2)cc1Cl	0	-4	2	-1	-3	0.4	0	6	2
COc1cc(OC)c(C(=O)Oc2ccc3c(c2)OCO3)cc1OC	2	5	2	-3	2	2.5	-3	3	16
COc1cccc(NC(=S)N2CCN(C/C=C/c3ccccc3)CC2)c1	-12	-6	-1	1	-1	-0.6	-5	-12	0
COc1cc(C(=O)NC(C)c2cnn(-c3ccccc3C)c2C)cc(OC)c1OC (configuration not stated)	2	2	0	-2	-1	2.8	3	3	5
CCn1nnnc1NC(=O)c1cccc(OC)c1	-1	-5	0	2	-4	-1.6	2	6	6
CCOC(=O)CC(NC(=O)c1cc2cccc(OC)c2oc1=O)c1cccc([N+](=O)[O-])c1 (configuration not stated)	7	4	0	2	1	2.9	2	1	1
COc1ccc(C(=O)Nc2cccc(-c3ccc(N4CCOCC4)nn3)c2)cc1OC	-6	2	-3	-7	3	1.9	-6	8	8
COC(=O)[C@@]12CCCCN1[C@H](c1ccc(SC3CCCCC3)c(OC)c1)[C@@H]1C(=O)N(C)C(=O)[C@@H]12	3	-1	0	-2	2	7.3	6	-5	-1
